rCAG RNA binder – molecules binding r(CAG) RNA repeats; r(CAG) RNA repeat, TO-PRO-1 dye displacement fluorescence; inhibition, % at 3 µM; 1.3% of 370,000 active;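 active = inhibition above the plate cutoff, the mean of all test compounds on that plate plus 3 SD, cut at about 35% in these data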;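 note: 0% = DMSO alone and 100% = 100 µM mitoxantrone as full dye displacement; higher means more dye released from RNA so lower well fluorescence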
proKLK7 act – proKLK7 (human) activation, primary screen; AID 652039; purified proKLK7, EDANS-DABCYL substrate fluorescence; 100% is mature enzyme control, 0% vehicle; 0.9% of 370,000 active; activation, % at 7 µM; P49862;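 active = activation above the mean of all tested compounds plus 3 SD, computed per campaign excluding outliers beyond control limits, cut at about 13% in these data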
GC-B act – GC-B (human) receptor activation | AID 1920062 | HEK293-GC-B cells, CNP EC30, cGMP TR-FRET; 0% at EC30 CNP, 100% saturating CNP | 0.11% of 370,000 active | activation, % at 10 µM;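 active = activation at 10 µM reaching about 35% in either raw or pattern-adjusted values, limit read from the data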
FXN GAA850 act – frataxin GAA850 promoter activation. HEK293 lucGAA850 FXN promoter luciferase reporter, 24 h; percent of 10 µM SAHA response. AID 540364. activation, % at 6 µM. 0.56% of 360,000 active;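 active = activation above the average of all compounds screened plus 3 SD, cutoff fixed separately per campaign, cut at about 7.5% in these data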;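 note: 0% = DMSO wells and 100% = 10 µM SAHA wells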
DDE Tn6 FP inh – inhibitors of Tn6 peptide binding to human fibrin DD(E); P02675; Fibrin DD(E) TRITC-Tn6 fluorescence polarization displacement; inhibition, % at 8.3 µM; 0.21% of 370,000 active; AID 720509;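 active = inhibition above a per-campaign cutoff: mean of compounds within control limits plus 3 SD, cut at about 15% in these data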;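 note: 0% = median of all compound wells on the plate and 100% = blocking peptide control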
ASAP1 GAP inh – inhibitors of human ASAP1 ArfGAP activity | Q9ULH1 | ASAP1-stimulated ARF1 GTP hydrolysis, GDP FP detection | inhibition, % at 16.5 µM | 0.19% of 360,000 active | AID 624377; in the data active = inhibition above about 25%;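 note: 0% = vehicle with enzyme and substrate and 100% = no enzyme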
sPLA2-III inh – Inhibits HGIII-sPLA2 liposome hydrolysis, primary screen; Q9NZ20; QFRET BODIPY PC-A2 liposome hydrolysis, fluorescence; inhibition, % at 12.2 µM; 0.56% of 370,000 active;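 active = inhibition above mean plus 3 SD of compounds lying within the high and low control bounds, cut at about 19% in these data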;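 note: 0% = median of test compound wells and 100% = no enzyme DMSO wells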
Target sequence (Q9NZ20 whole entry, looked up): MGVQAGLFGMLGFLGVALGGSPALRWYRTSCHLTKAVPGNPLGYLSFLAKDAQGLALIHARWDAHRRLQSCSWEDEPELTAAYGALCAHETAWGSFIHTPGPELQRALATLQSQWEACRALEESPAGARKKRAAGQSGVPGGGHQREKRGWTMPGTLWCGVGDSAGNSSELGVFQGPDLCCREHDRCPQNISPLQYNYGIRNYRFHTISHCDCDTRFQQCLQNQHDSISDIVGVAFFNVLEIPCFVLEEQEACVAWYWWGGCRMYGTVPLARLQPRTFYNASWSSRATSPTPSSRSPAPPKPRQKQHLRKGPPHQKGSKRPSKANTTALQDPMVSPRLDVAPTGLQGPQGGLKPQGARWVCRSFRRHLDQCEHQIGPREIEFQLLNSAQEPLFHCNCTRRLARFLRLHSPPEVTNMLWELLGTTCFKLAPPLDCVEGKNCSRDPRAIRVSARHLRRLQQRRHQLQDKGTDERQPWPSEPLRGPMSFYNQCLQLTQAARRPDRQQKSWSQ
NPR1 activator – GC-A (human) enzyme activation; P16066; HEK293 GC-A cells, cGMP TR-FRET, EC30 ANP; 0% at EC30 ANP, 100% saturating ANP; activation, % at 10 µM; 0.14% of 370,000 active; in the data active = activation above about 40%
ARFGAP1 inh – inhibitors of rat ARFGAP1; inhibition, % at 16.5 µM; 0.26% of 360,000 active; AID 651572; Arfgap1-stimulated ARF1 GTP hydrolysis, GDP FP detection; Q62848;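 active = inhibition above a per-plate limit, mean inhibition of low control wells plus 3 SD, cut at about 25% in these data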;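 note: 0% = DMSO wells with enzyme and 100% = wells lacking Arfgap1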
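Material: rat Arfgap1 catalytic domain, aa 1-136; also added: human ARF1(Δ1-17)-GTP substrate; compound dosing: one concentration, 16.5 µM, DMSO 1.26%; incubation: GTP hydrolysis reaction 2 h at 25 °C; measured by: Tracer-displacement fluorescence polarization with EDTA stop, 620/688 nm; evaluation: % inhibition from polarization; repeats: one replicate per compound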
ADAM10 inh – ADAM10 inhibition, QFRET primary screen | O14672 | recombinant ADAM10, EDANS/DABCYL FRET peptide cleavage, 3 h | inhibition, % at 7 µM | 0.62% of 370,000 active | AID 720582;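 active = inhibition above a per-campaign cutoff equal to the mean of compounds falling between control-based bounds plus 3 SD, cut at about 20% in these data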;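 note: 0% = DMSO wells while the 100% control is not disclosed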
Target sequence (O14672 214-748 limits assumed): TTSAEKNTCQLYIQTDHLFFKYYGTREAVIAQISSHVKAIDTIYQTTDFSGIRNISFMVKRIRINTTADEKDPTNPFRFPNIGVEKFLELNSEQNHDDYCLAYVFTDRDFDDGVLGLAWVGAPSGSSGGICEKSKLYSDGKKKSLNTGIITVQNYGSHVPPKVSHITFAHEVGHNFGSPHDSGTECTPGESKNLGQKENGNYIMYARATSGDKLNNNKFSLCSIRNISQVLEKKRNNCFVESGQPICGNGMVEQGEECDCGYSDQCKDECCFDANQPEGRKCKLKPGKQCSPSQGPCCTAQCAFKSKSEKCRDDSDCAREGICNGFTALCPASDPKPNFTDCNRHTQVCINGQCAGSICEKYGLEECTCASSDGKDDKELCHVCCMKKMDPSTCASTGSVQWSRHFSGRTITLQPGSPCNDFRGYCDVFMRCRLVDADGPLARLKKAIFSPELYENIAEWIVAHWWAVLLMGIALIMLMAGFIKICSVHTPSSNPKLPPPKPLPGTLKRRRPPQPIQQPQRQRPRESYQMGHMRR
* hit, by the source's call; / = no result given.

1	COc1ccc(N2c3ccccc3CN(Cc3ccccc3)[C@@H](C)[C@H]2Cc2c(C)cccc2C)cc1
2	COc1cc(C=O)cc(OC)c1OS(=O)(=O)c1ccc(NC(C)=O)cc1
3	CCC(C)Sc1nc2ccccc2n1CC(=O)O (stereo not given)
4	CCN(CC)CCn1c(=S)[nH]c2cc(C(=O)N3CC=C(c4ccccc4)CC3)ccc2c1=O
5	CN(C)S(=O)(=O)c1ccc(N2CCCC2)c(C(=O)NCC(=O)Nc2ccc(F)c(F)c2)c1
6	COC(=O)c1c(NC(C)=O)sc2c1CCN(Cc1ccccc1)C2
7	O=C(NC1CCOCC1)C1CCC(=O)N(CCc2ccc(Cl)cc2)C1 (stereo not given)
8	Cc1ccc(S(=O)(=O)N2CCC(C(=O)NCc3ccccc3Cl)CC2)cc1
screen / no.,1,2,3,4,5,6,7,8
rCAG RNA binder,3,-1,-2,-4,2,0,0,-4
proKLK7 act,-0.1,-1.0,-0.4,0.6,0.0,-0.5,-0.6,0.6
GC-B act,-5,-7,3,-8,-6,-3,-5,-11
FXN GAA850 act,/,1.4,-4.0,/,-0.8,-0.7,-1.0,-2.5
DDE Tn6 FP inh,0,4,-6,-1,6,-6,2,2
ASAP1 GAP inh,12,7,-10,-4,-1,-5,-2,3
sPLA2-III inh,-2,3,6,0,10,-5,2,-22
NPR1 activator,-3,-5,-1,0,-4,0,3,-15
ARFGAP1 inh,4,-8,0,-1,-8,2,4,10
ADAM10 inh,-1,4,-2,-17,-8,-14,3,6

9	O=S(=O)(c1ccc(C(F)(F)F)cc1)N1CCCN(c2ccc(C(F)(F)F)cn2)CC1
10	COc1cccc(C(=O)c2c[nH]c(C(=O)NCCCN3CCOCC3)c2)c1
11	OCC1(CCCc2ccccc2)CCN(Cc2cc(F)ccc2F)CC1
12	C[C@H]1[C@@H](NC(=O)c2ccc(C(C)(C)C)cc2)CC[C@@]23CCCN2C(=O)CCC[C@@H]13
13	CCC(C)C(NC(=O)CCC(=O)OCC(=O)[C@@]1(O)CCC2[C@@H]3CCC4=CC(=O)C=C[C@]4(C)C3[C@@H](O)C[C@@]21C)C(=O)O (stereo not given in full)
14	O=c1[nH]ncc(N/N=C\c2cccs2)c1Cl
15	C/C=C1\COC(C(=O)NCCCN2CCCC2=O)(C(F)(F)F)C=C1C=C(C)C (stereo not given)
16	O=c1c2c(-c3cccs3)csc2ncn1-c1ccccc1
screen / no.,9,10,11,12,13,14,15,16
rCAG RNA binder,-5,-5,-9,/,7,-3,-2,1
proKLK7 act,-0.8,-0.2,-0.2,/,0.6,1.1,1.1,1.0
GC-B act,2,-4,-6,0,8,4,-6,1
FXN GAA850 act,-0.3,1.1,0.8,/,3.9,3.2,1.5,0.5
DDE Tn6 FP inh,-3,2,3,0,3,-12,-2,-6
ASAP1 GAP inh,0,1,4,/,5,10,7,4
sPLA2-III inh,-1,-3,-7,2,-1,7,8,3
NPR1 activator,-1,-4,0,0,3,-4,-6,1
ARFGAP1 inh,0,9,-6,/,5,-1,-2,2
ADAM10 inh,1,8,-7,1,3,7,-11,-11

Grouped by structure: the entries above containing an NH in an aromatic ring
4	CCN(CC)CCn1c(=S)[nH]c2cc(C(=O)N3CC=C(c4ccccc4)CC3)ccc2c1=O
10	COc1cccc(C(=O)c2c[nH]c(C(=O)NCCCN3CCOCC3)c2)c1
14	O=c1[nH]ncc(N/N=C\c2cccs2)c1Cl
screen / no.,4,10,14
rCAG RNA binder,-4,-5,-3
proKLK7 act,0.6,-0.2,1.1
GC-B act,-8,-4,4
FXN GAA850 act,/,1.1,3.2
DDE Tn6 FP inh,-1,2,-12
ASAP1 GAP inh,-4,1,10
sPLA2-III inh,0,-3,7
NPR1 activator,0,-4,-4
ARFGAP1 inh,-1,9,-1
ADAM10 inh,-17,8,7

(more compounds)
17	COc1ccc(OC)c(NC(=O)C23CCC(C)(C(=O)C2)C3(C)C)c1 (stereo not given)
18	O=C(CN1C(=O)NC2(CCCC2)C1=O)Nc1nc2c(F)cc(F)cc2s1
19	O=C(NNc1cccc(Cl)n1)c1c(F)cccc1F
20	Cc1ccc(OCCN2C(=O)c3ccccc3C2=O)cc1
21	Nc1cc(=O)[nH]c(SCC(=O)Nc2cc([N+](=O)[O-])ccc2Cl)n1
22	O=C(Nc1ccc(N2CCOCC2)c(Cl)c1)c1ccc([N+](=O)[O-])o1
23	CC(=O)N1CCN(S(=O)(=O)c2cccc(C(=O)Nc3ccccc3N3CCCCC3)c2)CC1
24	COc1cccc(C2CC(=O)Nc3n[nH]c(-c4ccccc4)c32)c1OC (stereo not given)
screen / no.,17,18,19,20,21,22,23,24
rCAG RNA binder,-4,15,-3,-1,4,-5,2,-5
proKLK7 act,-0.4,0.0,-0.1,0.3,-0.1,-0.4,0.2,-0.2
GC-B act,-1,3,-1,-8,-1,5,0,-8
FXN GAA850 act,0.5,-0.6,2.4,0.8,1.1,11*,3.2,4.6
DDE Tn6 FP inh,5,1,0,-4,-8,3,0,6
ASAP1 GAP inh,-1,7,-7,11,2,-7,-8,9
sPLA2-III inh,8,2,9,1,4,9,1,-17
NPR1 activator,-1,31,-3,3,1,3,-2,-20
ARFGAP1 inh,13,3,-4,-2,1,2,-7,-5
ADAM10 inh,10,-11,-7,4,0,4,9,-5

25	O=C(O)c1cc(-c2ccccc2Cl)n[nH]1
26	O=C(O)CN=C1NC2(CCCC2)Cc2ccccc21
27	CC1CCCN(C(c2cccs2)c2nnnn2Cc2ccccc2)C1 (stereo not given)
28	CSc1nc(N)c2c(C)c(C)sc2n1
29	CN1CCN(CCCNC(=O)CCN2C(=O)COc3ccccc32)CC1
30	OCCCN1c2ccccc2Nc2nnc(-c3ccccc3)cc21
31	CC(C)NC(=O)CCn1nnc(-c2cccs2)n1
32	NC(=O)c1nsc(C(=O)N(Cc2ccc(F)cc2)C(C(=O)NCC2CCCO2)c2ccc(O)cc2)c1N (stereo not given)
screen / no.,25,26,27,28,29,30,31,32
rCAG RNA binder,5,2,-4,3,-2,1,1,0
proKLK7 act,-0.1,0.1,0.3,-0.4,-0.4,0.6,0.2,4.7
GC-B act,5,11,-11,-1,2,-9,-4,0
FXN GAA850 act,-0.5,1.7,-0.8,1.6,2.1,-1.6,/,0.6
DDE Tn6 FP inh,-11,-4,-4,-5,8,1,-10,0
ASAP1 GAP inh,2,-8,-1,9,-6,-5,/,-10
sPLA2-III inh,4,0,-3,1,6,0,4,-6
NPR1 activator,3,5,-14,-4,0,-2,1,-3
ARFGAP1 inh,-20,0,-3,1,-1,-2,/,12
ADAM10 inh,2,3,-3,-3,-3,-14,-4,-154

Results in proKLK7 act, FXN GAA850 act and NPR1 activator, for 2 of the compounds above:
item | SMILES | proKLK7 act | FXN GAA850 act | NPR1 activator
26 | O=C(O)CN=C1NC2(CCCC2)Cc2ccccc21 | 0.1 | 1.7 | 5
27 | CC1CCCN(C(c2cccs2)c2nnnn2Cc2ccccc2)C1 (stereo not given) | 0.3 | -0.8 | -14

More compounds follow.
33	CCOC(=O)c1nnn(-c2ccc([N+](=O)[O-])cc2)c1C
34	CC(NC(=O)c1ccco1)C1COc2ccccc2O1 (stereo not given)
35	Cc1ccc(CN(C)C(=O)c2ccc(S(=O)(=O)N(C)c3ccccc3)cc2)o1
36	CCCCC1(C)NC(=O)N(CC(=O)N2CCc3ccccc32)C1=O (stereo not given)
37	CC(c1ccccc1)N(CC(=O)NC1CCCCC1)S(=O)(=O)c1cccc(C(F)(F)F)c1 (stereo not given)
38	CCC(=O)c1ccc(N2CCOCC2)c(F)c1
39	COC(=O)c1ccc(C)c(-n2c(=O)n(Cc3ccccc3)c(=O)c3[nH]cnc32)c1
40	Cn1cncc1C#Cc1ccc2cc(C3(O)CCCCC3)oc(=O)c2c1
screen / no.,33,34,35,36,37,38,39,40
rCAG RNA binder,0,12,-2,0,-3,0,3,0
proKLK7 act,0.4,0.5,0.1,0.1,-0.2,-0.3,-0.4,-0.7
GC-B act,1,1,1,6,-10,-2,-1,13
FXN GAA850 act,2.2,2.3,3.7,1.1,2.2,-0.1,1.4,1.2
DDE Tn6 FP inh,4,5,7,-2,5,4,2,2
ASAP1 GAP inh,1,-19,8,1,0,-8,-14,-4
sPLA2-III inh,4,0,-17,6,3,0,-10,0
NPR1 activator,3,-1,-5,3,2,-4,7,1
ARFGAP1 inh,-2,8,4,10,4,0,-8,-2
ADAM10 inh,-4,0,0,-19,-1,3,3,1

Gathered by group: the entries above containing two or more sulfur atoms.
16	O=c1c2c(-c3cccs3)csc2ncn1-c1ccccc1
28	CSc1nc(N)c2c(C)c(C)sc2n1
screen / no.,16,28
rCAG RNA binder,1,3
proKLK7 act,1.0,-0.4
GC-B act,1,-1
FXN GAA850 act,0.5,1.6
DDE Tn6 FP inh,-6,-5
ASAP1 GAP inh,4,9
sPLA2-III inh,3,1
NPR1 activator,1,-4
ARFGAP1 inh,2,1
ADAM10 inh,-11,-3

Additional records
41	CCc1ccccc1NS(=O)(=O)Cc1ccccc1
42	N#CC1=C2SCC(O)(c3ccccc3)N2C(=O)CC1c1cccs1 (stereo not given)
43	CCOC(=O)CS(=O)(=O)c1ccc(O)cc1
44	CC1(C)CC2(C)Nc3ccccc3N2C(=S)N1 (stereo not given)
45	CCN1CCN(CC(=O)Nc2cc3c(cc2C(C)=O)OCO3)CC1
46	CCOc1ccccc1N1CCN(C(=O)CCCc2nc3ccccc3s2)CC1
47	CCN(CC)S(=O)(=O)c1cccc(-c2nnc(SCC(=O)NC3CCCCCCC3)n2N)c1
48	CCCCC(=O)Nc1ccc2c(c1)nc1n2CCSC1
screen / no.,41,42,43,44,45,46,47,48
rCAG RNA binder,2,3,-1,-2,-1,1,-4,5
proKLK7 act,-0.1,0.3,-1.2,-0.1,0.4,-0.7,-0.1,-9.6
GC-B act,-3,-6,-2,1,2,-3,0,1
FXN GAA850 act,0.2,-1.4,-0.3,-2.4,0.1,-0.2,-1.2,6.7
DDE Tn6 FP inh,-2,-1,2,2,-11,-8,3,-1
ASAP1 GAP inh,6,6,4,5,-8,-1,-2,4
sPLA2-III inh,0,-6,1,4,5,8,-8,0
NPR1 activator,2,0,2,3,-1,-7,6,2
ARFGAP1 inh,2,-3,9,-5,3,10,7,10
ADAM10 inh,5,-8,1,-2,-23,-1,-3,-30

49	O=C1CC(Sc2ncccn2)C(=O)N1c1ccccc1C(F)(F)F (stereo not given)
50	CC(C)(C)C(=O)NC(=S)Nc1ccc(Cc2ccncc2)cc1
51	N#CCOC(=O)C1CCN(S(=O)(=O)c2ccc3c(c2)OCCO3)CC1
52	Cc1ccc(C(=O)C(O)C(c2ccc(C)cc2)N2CCCCC2)cc1 (stereo not given)
53	CC(C)CNC(=O)c1ccc2c(c1)C(=O)N(C1CCCCC1)C2=O
screen / no.,49,50,51,52,53
rCAG RNA binder,3,-8,-1,5,-7
proKLK7 act,0.2,-0.1,0.5,-0.5,0.3
GC-B act,-2,1,4,-2,-2
FXN GAA850 act,-0.3,-0.7,1.4,1.2,3.2
DDE Tn6 FP inh,3,2,6,5,1
ASAP1 GAP inh,5,-13,6,2,7
sPLA2-III inh,2,9,1,-1,6
NPR1 activator,2,2,2,-12,2
ARFGAP1 inh,-7,-9,-3,-5,7
ADAM10 inh,-4,8,2,8,0

An unsorted share of the library; overall some 4.5% were active at least once.
